High-throughput results deposited in PubChem by National Center for Advancing Translational Sciences (NCATS).
Lipid storage S3: qHTS Assay for Lipid Storage Modulators in Drosophila S3 Cells | Potency in µM for hits, for the others lipid storage change, negative = inhibition, % at the top dose, mostly 46.1 µM | AID 2685, 2010 | Drosophila S3 cells, BODIPY lipid droplet fluorescence, 18-24 h; cells fed with added oleic acid | hit rate 0.64% among 320,000; active = well fitted inhibition curve with a large enough effect in the signal ratio, with a control signal flat, not every such curve was filed as active; inconclusive = small, poorly fitted or top-dose-only effect, or effect the other way, or a change in a side signal; the % refers to the signal ratio
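Laser-scanning cytometry quantifies lipid droplet accumulation (500–530 nm total intensity; droplet/cell object ratio) in oleic acid-fed (400 uM added) Drosophila S3 cells treated with a concentration series. 20 uM Triacsin C defined 100% inhibition.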
Lipid storage S3 cell count max: also measured in Lipid storage S3; calls as there; cell number change, %; measured here: cell count max response;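 cells counted by Cell Tracker Red CMTPX staining in the red channel; peak over a dose series mostly up to 46.1 µM; percent activity relative to internal control wells on each plate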
Numbers without * were called inactive; i = inactive; ? = inconclusive; . = not tested or not shown. % is set by controls: 0 for no effect and ±100 for the full control effect; potency is the fitted concentration of half-maximal effect. Not all compounds are listed; rates above refer to the full screens.

Start of the listing, in advance:
SMILES	Lipid storage S3	Lipid storage S3 cell count max
CCOc1ccc(C(=O)NCc2ccc3c(c2)OCO3)cc1	?	.
CC(=O)N/C(=C\c1ccccc1)C(=O)OCC(=O)N(CC(C)C)c1c(N)n(Cc2ccccc2)c(=O)[nH]c1=O	-1%	0
Cc1nc(-c2cccc(NC(=O)c3ccc(-n4cccn4)cc3)c2)cs1	?	.
O=C(Cn1nnc2ccccc21)OCc1ccccc1	-1%	16
CC(/C=C/c1ccccc1)=N\NC(=O)c1cc(C)nc2ccccc12	3%	26
S=c1[nH]nc(Cc2ccc(Br)cc2)n1/N=C/c1ccc(Cl)cc1	?	.
CN(C)S(=O)(=O)c1cccc(NC(=O)c2cc(-c3cccs3)nn2-c2cccc(Cl)c2)c1	?	.
COC(=O)C1=C(N)Oc2cc(C)[nH]c(=O)c2C1c1cc(OC)c(OC)c(OC)c1 (stereo not given)	?	.
COCCN1CCn2c(nc3cc(NC(=O)NC4CCCCC4)ccc32)C1	i	12
CCn1c(/C=N/c2nc3ccccc3n2C)nc2ccccc21	?	.
COc1ccc(-n2c(C)cc(C3=NNC(=NC4CC4)SC3)c2C)cc1	?	.
COc1ccc(Cl)cc1NC(=O)CN(C)Cc1cccs1	?	.
O=c1c2ccccc2c(-c2ccccc2)nn1-c1cc(Cl)ccc1[N+](=O)[O-]	-6%	-24
CN1CCCN(CC(O)COCc2cccs2)CC1 (stereo not given)	?	.
CCN1CCN(C(=O)CCc2ccc(S(=O)(=O)NCCc3ccccc3)cc2)CC1	3%	4

The listing, from the start:
SMILES	Lipid storage S3	Lipid storage S3 cell count max
CCOc1ccc(C(=O)NCc2ccc3c(c2)OCO3)cc1	?	.
CC(=O)N/C(=C\c1ccccc1)C(=O)OCC(=O)N(CC(C)C)c1c(N)n(Cc2ccccc2)c(=O)[nH]c1=O	-1%	0
Cc1nc(-c2cccc(NC(=O)c3ccc(-n4cccn4)cc3)c2)cs1	?	.
O=C(Cn1nnc2ccccc21)OCc1ccccc1	-1%	16
CC(/C=C/c1ccccc1)=N\NC(=O)c1cc(C)nc2ccccc12	3%	26
S=c1[nH]nc(Cc2ccc(Br)cc2)n1/N=C/c1ccc(Cl)cc1	?	.
CN(C)S(=O)(=O)c1cccc(NC(=O)c2cc(-c3cccs3)nn2-c2cccc(Cl)c2)c1	?	.
COC(=O)C1=C(N)Oc2cc(C)[nH]c(=O)c2C1c1cc(OC)c(OC)c(OC)c1 (stereo not given)	?	.
COCCN1CCn2c(nc3cc(NC(=O)NC4CCCCC4)ccc32)C1	i	12
CCn1c(/C=N/c2nc3ccccc3n2C)nc2ccccc21	?	.
COc1ccc(-n2c(C)cc(C3=NNC(=NC4CC4)SC3)c2C)cc1	?	.
COc1ccc(Cl)cc1NC(=O)CN(C)Cc1cccs1	?	.
O=c1c2ccccc2c(-c2ccccc2)nn1-c1cc(Cl)ccc1[N+](=O)[O-]	-6%	-24
CN1CCCN(CC(O)COCc2cccs2)CC1 (stereo not given)	?	.
CCN1CCN(C(=O)CCc2ccc(S(=O)(=O)NCCc3ccccc3)cc2)CC1	3%	4
Cc1cccc(Nc2ccccc2C(=O)OCC(=O)NCc2ccco2)c1C	-28%	-22
Cn1nnnc1SCC(=O)c1cccs1	?	.
Cc1ccc(S(=O)(=O)NCC(=O)OCc2ccccc2)cc1	?	.
Cc1ccc(O)c(NC(=S)NC(=O)/C=C/c2ccccc2)c1	-2%	11
COCCN(C(=O)COC(=O)/C=C/c1ccco1)c1c(N)n(Cc2ccccc2)c(=O)[nH]c1=O	?	.
O=C(O)Cc1ccc(NC(=O)c2ccc3c(c2)C(=O)N(CC2CCCO2)C3=O)cc1 (stereo not given)	i	-6
Cc1ccc(-c2ccc(CCC(=O)O)n2NC(=O)c2cccs2)cc1	?	.
Cc1ccc(S(=O)(=O)NC(=O)c2cc(C)n(C3CC3)c2C)cc1	-11%	23
COc1ccc(OC)c(/C=C/C(=O)OCC(=O)c2c(N)n(C)c(=O)n(C)c2=O)c1	?	.
CC(OC(=O)C1=COCCO1)C(=O)Nc1cccc(S(=O)(=O)N2CCOCC2)c1 (stereo not given)	?	.
CCCCCC(=O)N1CC2(CC(c3cccc(NC(=O)CC)c3)=NO2)C[C@H]1C(N)=O (stereo not given in full)	11%	0
COCCNC(=O)C(=O)NCC1OCCN1S(=O)(=O)c1ccc(F)cc1 (stereo not given)	?	.
Cc1cc(-c2ccccc2)c2c(n1)sc1c(O)cc(=O)[nH]c12	6%	7
Nc1c(-c2ccc(Cl)cc2)cnn1-c1cc(C(F)(F)F)cc(C(F)(F)F)c1	?	.
Cn1cc(CNC(=O)c2cc(COc3ccc4c(c3)CCCC4)on2)cn1	?	.
CC1CCN(C(=O)Cn2nnc(-c3ccccc3)n2)CC1	?	.
COCCN(C(=S)Nc1c(C)cc(C)cc1C)C(C)c1cccs1 (stereo not given)	4%	11
CCOC(=O)COc1ccc2nsnc2c1	0%	14
COc1cc([N+](=O)[O-])ccc1NC(=O)C[n+]1ccccc1C	?	.
CCn1cc(C(=O)OCC(=O)c2ccccc2)c(=O)c2ccc(C)nc21	2%	12
O=C(O/N=C(\c1ccccc1)c1ccncc1)c1ccccc1F	-1%	9
COc1ccc(NC(=O)C2CC(=O)OC23CCCCC3)cc1 (stereo not given)	3%	-3
Cc1ccc(OCC(=O)Nc2cc(C)on2)c([N+](=O)[O-])n1	-18%	7
CC(=O)Nc1cc(C(=O)NCc2ccco2)ccc1Sc1ccc(C)cc1	?	.
O=c1[nH]c(-c2ccccc2)nn1-c1ccc(Br)cc1Br	6%	1
COc1ccc(OC(C)C(=O)Nc2cccc(F)c2)cc1 (stereo not given)	?	.
COc1nc(NCCc2ccc(OC)c(OC)c2)nc(OC)n1	?	.
Cc1cccn2c(=O)c3cc(C(=O)NC4CCCC4)c(=N)n(C4CCCC4)c3nc12	?	.
COC(=O)c1sc(NC(=O)/C=C/c2ccccc2Cl)nc1C	-2%	10
O=C1NC(=O)/C(=C/c2ccccc2OCc2ccccc2)S1	i	.
O=C(NCc1cccnc1)c1ccc(S(=O)(=O)N2CCCCCC2)cc1	?	.
COc1ccc(N(CC(=O)N/N=C/c2cccc3c2OCCO3)S(=O)(=O)c2ccc(NC(C)=O)cc2)cc1	-5%	-15
Cn1cnnc1Sc1ccc(/C=C(\CC(=O)O)c2nc3ccccc3s2)cc1[N+](=O)[O-]	-6%	17
CC(C)(C)SCCNC(=O)COc1ccccc1	?	.
N#CCSc1nc2ccccc2c(=O)n1CCC(=O)NC1CCCCC1	?	.
CCc1nnc(NC(=O)c2ccc(NC(=O)C(C)C)cc2)s1	?	.
Cc1ccc(S(=O)(=O)NCCOc2nc(N(C)C)nc(N(C)C)n2)cc1	0%	5
Cc1cc(C(=O)N2CCN(c3ccc([N+](=O)[O-])cc3)CC2)c(C)o1	?	.
CCCC1=Nc2cc(C(=O)NCCCOCC)ccc2Sc2ccccc21	?	.
CCOC(=O)CSc1c(-c2ccccc2)c2cc(Cl)ccc2[nH]c1=O	?	.
CS/C(=N\S(=O)(=O)c1cccs1)Nc1ccc(Cl)cc1	3%	-3
Cc1cc(Nc2ccc(F)cc2Cl)n2nc(C)nc2n1	?	.
CN(C(N)=S)c1ccccc1	3%	-9
COc1ccc(C(C(=O)NC(C)(C)C)N(C(=O)CCC(=O)Nc2cc(C)on2)c2cccc(F)c2)cc1 (stereo not given)	i	-4
CC(=O)Oc1ccc(C(=O)NCCc2ccccc2)cc1	9%	.
Going on with the list.
SMILES	Lipid storage S3	Lipid storage S3 cell count max
CN(C(=S)Oc1ccc(C(=O)Nc2ccccc2)cc1)c1ccccc1	-3%	1
COc1cc(C(=O)NC(=S)Nc2ccc3oc(=O)ccc3c2)cc(OC)c1OC	?	.
N=c1c(S(=O)(=O)c2ccccc2)cc2c(=O)n3ccccc3nc2n1Cc1cccnc1	?	.
NC(=O)c1ccc(Oc2ncc(C(F)(F)F)cc2Cl)cc1	?	.
COc1ccc(-n2c(C)ccc2-c2ccccc2)cn1	15µM*	3.5*
O=C(CSC(=S)N1CCN(c2ccccc2)CC1)Nc1nc(-c2ccccc2)c(-c2ccccc2)o1	?	.
Cc1ccc(N(C(=O)c2csnn2)C(C(=O)NC2CCCC2)c2ccncc2)c(C)c1 (stereo not given)	i	.
COc1ccc(NC(=O)/C(C#N)=C/c2cccnc2)c(OC)c1	i	-15
COc1cccc2cc(-c3cc(=O)oc4ccc(O)cc34)oc12	-5%	-26
Cc1cc(C)nc(Nc2n[nH]c(-c3ccccc3N)n2)n1	?	.
COc1ccc(C)cc1N(C(=O)CNC(=O)c1ccco1)C(C(=O)NCC1CCCO1)c1ccccc1 (stereo not given)	?	.
O=C(C1CCN(S(=O)(=O)c2ccc(Br)s2)CC1)N1CCc2ccccc21	5%	5
CN(C(=O)CC1C(=O)NCCN1CC1CCCCC1)C1CCOCC1 (stereo not given)	-14%	7
O=C(c1ccc(Cl)cc1)N(c1ccccn1)C1CCCCC1	?	.
COC(=O)C1=C(C)NC2=C(C(=O)CC(C)(C)C2)C1c1ccccn1 (stereo not given)	6%	7
CC(C)CCc1noc(CN2CCN(CC(=O)NC(C)C)CC2)n1	19%	4
C/C(=C\C(=O)c1c(O)cc(C)oc1=O)N(C)C	?	.
Cc1ccccc1Cn1cnc2ccccc21	-11%	-16
O=C(NNC(=S)NC(=O)c1ccccc1)c1ccc([N+](=O)[O-])cc1	?	.
Cc1cc(C)n2nc(C(=O)Nc3cccc(S(=O)(=O)N4CCCC4)c3)nc2n1	?	.
CC(C)(C)c1ccc(OCCC(=O)OCC(=O)NC(=O)NC2CCCC2)cc1	?	.
Cc1cccc(NC(=O)c2ccc(Cl)c(S(=O)(=O)N3CCCCCC3)c2)n1	?	.
CC1=C(C(=O)NCCc2ccc(C)cc2)C2(CCC(C)CC2)OC1=O (stereo not given)	1%	6
CCOCCCNC(=O)c1c[nH]c2ccc(OCC)cc2c1=O	15%	7
N=c1sccn1CC(=O)NC(=O)NC1CCCC1	-1%	-16
CCSc1nc(N)c2c(C)c(C)sc2n1	11%	0
COc1ccc(N2CCN(CC(=O)Nc3ccc(C)c(C)c3)CC2)cc1	-7%	2
COc1ccc(/C(O)=C2/C(=O)C(=O)N(CCN3CCNCC3)C2c2cccc([N+](=O)[O-])c2)cc1 (stereo not given)	?	.
CC1(C)CC(=O)C2=C(C1)Oc1ncn(CCO)c(=N)c1C2c1ccccc1 (stereo not given)	9%	7
Cc1ccc(OC(=S)Nc2ccccc2)c(C)c1	6%	5
CC(NC(=O)COC(=O)c1ccco1)c1ccccc1 (stereo not given)	?	.
CCCOc1ccc(N2C(=O)CC(N(CCCO)C(=O)CC)C2=O)cc1 (stereo not given)	?	.
CN(C)S(=O)(=O)N(CC(=O)Nc1ccc(F)c(F)c1)c1ccccc1	18%	0
Cc1ccc(C2C3=C(Nc4[nH]n(-c5ccccc5)c(=O)c42)c2ccccc2C3=O)cc1 (stereo not given)	?	.
COc1cc(/C=C2/SC(=S)N(Cc3ccccc3)C2=O)ccc1OS(C)(=O)=O	?	.
Cc1nn(C(C)C(=O)NCCCN2CCCCC2C)c(=O)c2c1sc1ccccc12 (stereo not given)	i	.
Cc1ccc2[nH]c(=O)c(CNC(C)C)cc2c1	15%	-13
O=C(COc1c(Cl)cccc1Cl)Nc1ccccc1N1CCCC1	1%	-9
CC(OC(=O)CCc1ccccc1)C(=O)Nc1ccc(Cl)cn1 (stereo not given)	?	.
O=C1NC(c2cccnc2)C(C(=O)c2cccs2)C(O)(C(F)(F)F)N1 (stereo not given)	?	.
CCC(C)NC(=O)CSc1nc2cc(S(=O)(=O)N3CCOCC3)ccc2n1CC (stereo not given)	?	.
COc1ccc(OC)c(S(=O)(=O)NC(C)c2cnn(-c3ccccn3)c2C)c1 (stereo not given)	i	-26
O=[N+]([O-])c1cc(S(=O)(=O)NCCN2CCOCC2)ccc1Cl	19%	-8
Cc1cccc(C)c1NC(=O)c1cccc2c1C(=O)N(C1CCCCC1)C2	?	.
Cc1nnc(SCC(=O)c2c(N)n(C)c(=O)n(C)c2=O)n1Cc1ccccc1	?	.

Compound profiles (already shown). Values in the order: Lipid storage S3	Lipid storage S3 cell count max
CC1=C(C(=O)NCCc2ccc(C)cc2)C2(CCC(C)CC2)OC1=O (stereo not given) is entered as 1%	6
Cc1ccc(S(=O)(=O)NCCOc2nc(N(C)C)nc(N(C)C)n2)cc1 is entered as 0%	5

(more compounds)
SMILES	Lipid storage S3	Lipid storage S3 cell count max
O=C(CSCc1ccc(Cl)cc1)Nc1ccccc1C(=O)N1CCOCC1	2%	5
Cc1nnc(C)n1/N=C/c1ccc(O)cc1	?	.
CC(=O)NCC(=O)NC(C(=O)Nc1ccc2c(c1)OCCO2)c1ccc(C)cc1 (stereo not given)	?	.
O=C(O)CC(NC(=O)C12CC3CC(CC(C3)C1)C2)c1ccc(F)cc1 (stereo not given)	1%	19
Cc1cc(O)c(-c2cc(C(=O)Nc3cccnc3)[nH]n2)cc1C	1%	-19
CCOc1ccc(NC(=O)c2nc(SCC)ncc2Cl)cc1	-8%	6
O=C(O)C(Cc1ccc(O)cc1)N1C(=O)c2ccccc2C1=O (stereo not given)	?	.
COC(=O)CC1SC(=O)NC1=Nc1cccc(C)c1 (stereo not given)	-1%	7
CC1CCCCC1NC(=O)CCCCCn1c(=S)[nH]c2ccccc2c1=O (stereo not given)	-17%	5
CC(C)(C)n1nnnc1C(c1ccc(C(F)(F)F)cc1)N(Cc1ccc(F)cc1)Cc1ccco1 (stereo not given)	?	.
Cc1ccc(S(=O)(=O)c2cc3c(=O)n4cc(C)ccc4nc3n(CC3CCCO3)c2=N)cc1 (stereo not given)	11%	-6
COc1ccc2oc(=O)c(/C(C)=N/Nc3ccccc3)cc2c1	?	.
Cc1nc2ncnn2c(Nc2ccc3c(c2)OCO3)c1Cc1ccccc1	?	.
COC(=O)c1cccc(Nc2ncnc3ccc(C)cc23)c1	?	.
